UTI89 phage lysis: inhibition of K1F phage lysis, E. coli UTI89, bacterial capsule biogenesis inhibitors, alamar blue (AID 488966) | E. coli UTI89 K1F phage lysis, alamar blue, 2 h; higher % means a stronger effect | inhibition, % at 100 µM, or IC50 in µM where a hit was titrated | 0.02% of 340,000 active;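 active = phage lysis inhibition, versus mean bacterial control, above a set limit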;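 also: capsule biogenesis inhibitors block K1F phage lysis so surviving cells raise fluorescence; higher fluorescence means more inhibition of phage lysis; actives were called in the ten point dose series up to 300 µM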
Autophagy mod: alters autophagy in cells. MEF GFP-LC3 puncta imaging; test concentration mostly 10 µM. calls only at 10 µM (by protocol). 0.98% of 190,000 active. AID 463193;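 active = percentage of spot-positive cells more than 3 SD above its plate mean, without a fluorescence outlier flag or 80% toxicity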;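 also: spot-positive cell cutoff set from DMSO-treated cells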
WT yeast gro inh: growth inhibition of WT yeast, mitochondrial fusion screen. mitochondrial fusion phenotypic screen, WT strain. inhibition, % at 10 µM. 2.1% of 190,000 active; in the data active = inhibition above about 58%; tested in S. cerevisiae
NTR1 ag: NTR1-driven beta-arrestin-GFP spot formation – imaging, U2OS cells, high content, primary screen (AID 493036); P30989; agonist mode; activation, % at 20 µM; 0.17% of 330,000 active;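 active = activation at or above 40% of the spot to cytoplasm intensity ratio, with at least 20 cells analyzed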;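 also: 0% = DMSO without peptide and 100% = 100 nM NTR1 peptide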
Target sequence (P30989 whole entry, looked up): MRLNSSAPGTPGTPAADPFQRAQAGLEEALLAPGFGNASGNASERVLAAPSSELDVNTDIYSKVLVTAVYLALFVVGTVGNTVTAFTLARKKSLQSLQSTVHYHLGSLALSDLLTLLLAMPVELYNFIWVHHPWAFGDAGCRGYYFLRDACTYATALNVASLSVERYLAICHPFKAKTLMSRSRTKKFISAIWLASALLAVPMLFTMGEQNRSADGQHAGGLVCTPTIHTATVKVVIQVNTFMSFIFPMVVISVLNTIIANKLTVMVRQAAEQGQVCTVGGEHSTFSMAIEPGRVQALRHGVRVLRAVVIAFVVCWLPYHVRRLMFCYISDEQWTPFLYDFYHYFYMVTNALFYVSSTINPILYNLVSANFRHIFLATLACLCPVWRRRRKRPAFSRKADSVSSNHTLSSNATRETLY
AID2073: inhibitors of Mint1-CaV2.2 protein interaction, biochemical, HTRF (AID 2073) | HTRF protein-protein interaction, Mint1-CaV2.2; higher % means a stronger effect | inhibition, % at 20 µM; hits with a dose series show IC50 in µM | 0.19% of 290,000 active; in the data active = inhibition mostly above about 51%, no sharp cut-off; also: some results filed as inactive read as strong as hits
GPR35 antagonists: inhibition of zaprinast-stimulated GPR35 beta-arrestin translocation – imaging, U2OS, beta-arrestin-GFP, zaprinast agonist, primary screen (AID 2058). U2OS GPR35 beta-arrestin-GFP translocation imaging, zaprinast antagonism; higher % means a stronger effect. inhibition, % at 10 µM; hits with a dose series show IC50 in µM. 0.052% of 290,000 active;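 active = inhibition of at least 50% with at least 30 cells and total cytoplasm GFP at most 10,000,000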
LYP phosphatase: inhibitors of LYP phosphatase, biochemical, fluorescence intensity, uHTS (AID 1779); one-dose inhibition, % at 11.5 µM; IC50 in µM for titrated hits; 0.054% of 290,000 active; recombinant LYP phosphatase, fluorescence intensity; higher % means a stronger effect; in the data active = inhibition above about 50%;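 also: plate controls were vehicle with enzyme for no effect and no enzyme for full effect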
Dengue-2 NS5 capping: Dengue-2 NS5 methyltransferase inhibitors, primary screen, biochemical, confirmation dose response (AID 588689); Dengue-2 NS5 methyltransferase capping enzyme assay, biochemical; higher % means a stronger effect; inhibition, % at 25 µM, or IC50 in µM where a hit was titrated; 0.3% of 340,000 active; in the data active = a potency from the dose series
RSV CPE inhibition: RSV antiviral activity via CPE protection, HEp-2 cells, primary 10 µM value included (AID 2391); HEp-2 cells, RSV-induced CPE inhibition; higher % means a stronger effect; CPE inhibition, % at 10 µM; hits with a dose series show IC50 in µM; 0.13% of 310,000 active; in the data active = a potency from the dose series; also: strong numbers were not always called active
WT yeast gro inh mutant strain: further read-out of WT yeast gro inh, marked with its call; inhibition, %; mitochondrial fusion phenotypic screen, mutant strain inhibition
Autophagy mod cell loss 18 h: further read-out of Autophagy mod, marked with its call; toxicity, %; measured here: cell loss, nuclei count;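 cell loss after 18 h compound exposure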
NTR1 ag cell count 20 µM: also measured in NTR1 ag; calls as there; cell count; measured here: cell count, cytotoxicity flag
Active calls of the source: *; i = inactive; / = no result given; [ ] = dose if it differs, or a comment.

nr | Molecule | UTI89 phage lysis | Autophagy mod | Autophagy mod cell loss 18 h | WT yeast gro inh | WT yeast gro inh mutant strain | NTR1 ag
1 | CC1=CN2C(=NC(=O)CC2(C)C(=O)N(CC(=O)NC2CCCC2)Cc2ccccc2)C=C1 (centres undefined) | 0.2% | / | / | / | / | 2.7
2 | NC(=O)c1ccc(Cn2c(C(=O)c3cc(Cl)c(N)c(Cl)c3)c3ccccc3[n+]2[O-])cc1 | -1.1% | / | / | / | / | 1.8
3 | CC(=O)c1sc(NC(=O)c2ccc(Cn3cc(Br)cn3)o2)nc1C | 6.4% | i | -12.5 | -13.2 | -14.7 | 0.4
4 | CC1C(=O)N2CCCc3cc(NC(=O)c4ccccc4F)cc1c32 (centres undefined) | 3.3%[50 µM] | / | / | / | / | 0.3
5 | COCCCn1c(SCc2nnc(-c3ccccc3)o2)nc2sc3c(c2c1=O)CCC3 | -0.8% | i | 17.2 | 5.1 | 31.1 | 8.9
6 | CCCn1c(C)cc(/C=C(\C#N)C(=O)OCC(=O)N(C)c2c(N)n(Cc3ccccc3)c(=O)[nH]c2=O)c1C | 0.5%[50 µM] | / | / | / | / | -0.4
7 | COc1cc(C2C(C#N)=C(C)NC3=C2C(=O)CC(C)(C)C3)ccc1OCCO (centres undefined) | 0.8% | i | -0.7 | 13.9 | -0.8 | -0.9
8 | COC(=O)c1cccc(NC(=O)Nc2ccc(Cl)cc2Cl)c1 | 0.5% | / | / | / | / | 15.8
9 | O=C(CN1C(=O)C2CC=CCC2C1=O)Nc1ccc(S(=O)(=O)NC2=NCCCCC2)cc1 (centres undefined) | -2.1% | / | / | 2.7 | 5.7 | -5.5
10 | C/C(=N\Nc1nc(C(C)(C)C)cs1)c1ccccc1 | 0.3% | / | / | / | / | 7.8

nr | NTR1 ag cell count 20 µM | AID2073 | GPR35 antagonists | LYP phosphatase | Dengue-2 NS5 capping | RSV CPE inhibition
1 | 49 | 6.7% | 10.0% | -15.4% | -4.1% | 0.1%
2 | 66 | / | / | / | 4.0% | 14.2%
3 | 42 | 25.9% | -8.9% | -4.8% | 16.4% | 1.9%
4 | 65 | / | / | / | 0.0% | -3.0%
5 | 51 | 4.2% | -5.8% | 0.8% | -1.6% | 1.4%
6 | 58 | / | / | / | 1.4% | 1.6%
7 | 34 | 0.6% | -20.2% | -4.7% | -2.2% | 1.0%
8 | 44 | 5.9% | 6.1% | -4.8% | -7.0% | 4.0%
9 | 89 | -2.2% | 10.0% | -3.4% | -7.2% | 1.7%
10 | 66 | -8.1% | 17.0% | -3.9% | -1.4% | 4.5%

4 entries from above, with two lines to a compound:
Under each structure – UTI89 phage lysis	Autophagy mod	Autophagy mod cell loss 18 h	WT yeast gro inh	WT yeast gro inh mutant strain	NTR1 ag	NTR1 ag cell count 20 µM	AID2073	GPR35 antagonists	LYP phosphatase	Dengue-2 NS5 capping	RSV CPE inhibition
1. CC1=CN2C(=NC(=O)CC2(C)C(=O)N(CC(=O)NC2CCCC2)Cc2ccccc2)C=C1 (centres undefined)
  0.2%	/	/	/	/	2.7	49	6.7%	10.0%	-15.4%	-4.1%	0.1%
2. NC(=O)c1ccc(Cn2c(C(=O)c3cc(Cl)c(N)c(Cl)c3)c3ccccc3[n+]2[O-])cc1
  -1.1%	/	/	/	/	1.8	66	/	/	/	4.0%	14.2%
3. CC(=O)c1sc(NC(=O)c2ccc(Cn3cc(Br)cn3)o2)nc1C
  6.4%	i	-12.5	-13.2	-14.7	0.4	42	25.9%	-8.9%	-4.8%	16.4%	1.9%
4. CC1C(=O)N2CCCc3cc(NC(=O)c4ccccc4F)cc1c32 (centres undefined)
  3.3%[50 µM]	/	/	/	/	0.3	65	/	/	/	0.0%	-3.0%

3 entries from above, in transposed form:
1: CC1=CN2C(=NC(=O)CC2(C)C(=O)N(CC(=O)NC2CCCC2)Cc2ccccc2)C=C1 (centres undefined)
2: NC(=O)c1ccc(Cn2c(C(=O)c3cc(Cl)c(N)c(Cl)c3)c3ccccc3[n+]2[O-])cc1
3: CC(=O)c1sc(NC(=O)c2ccc(Cn3cc(Br)cn3)o2)nc1C

Screen / compound no.	1	2	3
UTI89 phage lysis	0.2%	-1.1%	6.4%
Autophagy mod	/	/	i
Autophagy mod cell loss 18 h	/	/	-12.5
WT yeast gro inh	/	/	-13.2
WT yeast gro inh mutant strain	/	/	-14.7
NTR1 ag	2.7	1.8	0.4
NTR1 ag cell count 20 µM	49	66	42
AID2073	6.7%	/	25.9%
GPR35 antagonists	10.0%	/	-8.9%
LYP phosphatase	-15.4%	/	-4.8%
Dengue-2 NS5 capping	-4.1%	4.0%	16.4%
RSV CPE inhibition	0.1%	14.2%	1.9%

Continuation.
nr | Molecule | UTI89 phage lysis | Autophagy mod | Autophagy mod cell loss 18 h | WT yeast gro inh | WT yeast gro inh mutant strain | NTR1 ag
11 | O=C(COC(=O)C1CC2C=CC1C2)Nc1cccc(S(=O)(=O)N2CCCCCC2)c1 (centres undefined) | -5.1% | i | 10.0 | 17.2 | 3.1 | 5.2
12 | CCC(C(=O)OCC(=O)N1CCN(c2ccc(OC)cc2)CC1)c1ccccc1 (centres undefined) | 0.0%[50 µM] | / | / | / | / | 2.1
13 | CC(=O)c1cccc(N(CC(=O)O)S(C)(=O)=O)c1 | 0.7% | i | 1.1 | 4.6 | -34.8 | -0.9
14 | COc1ccc(OC)c(NC(=O)C(=S)NC2CCCCC2)c1 | 0.1% | i | 13.1 | 73.6* | 28.7* | 5.8
15 | COCC(=O)Nc1cccc(Br)c1 | 4.2% | i | 0.6 | -6.9 | -6.9 | -0.5
16 | CCc1nn2c(=O)c(S(=O)(=O)Nc3ccc(Cl)cc3)c(C)nc2s1 | 0.1% | / | / | / | / | 1.9
17 | O=C(Nc1ccccc1C(=O)NCC1CCCO1)c1ccc(Cl)cc1 (centres undefined) | 0.1% | / | / | / | / | 2.6
18 | CN(C)CCN1C(=O)NC(C)(c2ccc([N+](=O)[O-])cc2)C1=O (centres undefined) | 0.0% | i | -3.8 | -9.1 | -6.5 | -0.3
19 | CCOc1ccccc1CN1CCN(Cc2nc3c(s2)CCCC3)CC1CCO (centres undefined) | 0.3% | i | -2.0 | -2.5 | -4.2 | -1.9
20 | O=Cc1c[nH]c2ccc(S(=O)(=O)N3CCOCC3)cc12 | 0.9%[50 µM] | i | 2.6 | 3.5 | -10.7 | 0.0

nr | NTR1 ag cell count 20 µM | AID2073 | GPR35 antagonists | LYP phosphatase | Dengue-2 NS5 capping | RSV CPE inhibition
11 | 39 | 13.0% | -12.1% | 6.4% | -1.4% | 7.2%
12 | 56 | / | / | / | -8.5% | 3.2%
13 | 45 | 2.1% | 2.9% | 5.0% | 4.7% | 0.2%
14 | 51 | 3.7% | -11.3% | -0.7% | -3.0% | -2.3%
15 | 84 | 4.6% | 8.7% | -7.6% | 12.1% | 1.8%
16 | 51 | -3.7% | -15.6% | -10.6% | -5.6% | 2.5%
17 | 67 | 3.0% | 6.7% | -2.5% | 1.9% | 2.9%
18 | 40 | -9.1% | 15.9% | -9.8% | -1.6% | -0.4%
19 | 93 | -5.7% | 12.9% | -4.7% | 8.0% | -0.2%
20 | 85 | 4.8% | -2.2% | 0.5% | -2.6% | 0.4%

Values by screen from above.
NTR1 ag for nos. 13 to 19: -0.9, 5.8, -0.5, 1.9, 2.6, -0.3, -1.9

Source: PubChem
